Source: PubChem
NPY2 pot ag: human NPY-Y2 potentiation or agonism, primary screen; cells expressing NPY-Y2, potentiator/agonist read-out; activation, % at 3.6 µM; actives 0.45% (n = 220,000); in the data active = activation above about 27%;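 note: cells stimulated with NPY near EC25 plus isoproterenol at EC100; 0% = vehicle plus submaximal agonist and 100% = vehicle plus saturating agonist; some results beyond the cut were filed as inactive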
Target sequence (P49146 whole entry, looked up): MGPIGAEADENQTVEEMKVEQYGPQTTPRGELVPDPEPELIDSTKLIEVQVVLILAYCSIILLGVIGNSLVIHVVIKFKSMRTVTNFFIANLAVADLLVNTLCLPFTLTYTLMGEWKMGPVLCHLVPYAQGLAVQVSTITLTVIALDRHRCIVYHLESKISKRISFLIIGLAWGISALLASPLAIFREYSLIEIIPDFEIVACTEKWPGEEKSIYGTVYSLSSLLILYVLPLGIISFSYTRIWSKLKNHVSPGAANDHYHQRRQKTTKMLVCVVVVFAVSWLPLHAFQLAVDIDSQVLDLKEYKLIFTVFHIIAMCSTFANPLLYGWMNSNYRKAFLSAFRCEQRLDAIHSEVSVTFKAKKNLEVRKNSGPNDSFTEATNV
BaF3 tox: counter-screen for JAK2V617F inhibitors: parental Ba/F3 viability inhibitors | CellTiter-Glo ATP luminescence | inhibition, % at 5.6 µM | actives 1.1% (n = 220,000) | AID 1486;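 active = inhibition above a per-campaign cutoff, the mean inhibition of all tested compounds plus 3 SD, cut at about 27% in these data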;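 note: 0% = DMSO wells and 100% = JAK Inhibitor I control wells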
p47phox inh: blocks human p47phox regulatory protein of NADPH oxidases | P14598 | p47phox/p22phox peptide binding, fluorescence polarization, 2 h | inhibition, % at 24.7 µM | actives 0.53% (n = 220,000);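 active = inhibition above about 30%, limit read from the data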;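 note: 0% = p47phox with labelled peptide and 100% = labelled peptide alone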
CHOP inhibitor: CHOP inhibition in unfolded protein response; CHO-K1 CHOP-promoter luciferase, tunicamycin-induced, 15-18 h; actives 3.8% (n = 220,000); inhibition, % at 10 µM;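 active = compounds that reduced the stress-induced luciferase reporter signal by more than about 70% of percent inhibition, limit read from the data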;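 note: 0% = tunicamycin plus vehicle and 100% = wells without tunicamycin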
NPY Y1 blocker: blocks the human neuropeptide Y Y1 receptor; P25929; HEK293-CNG Y1 cells, membrane potential fluorescence; NPY at EC95, then isoproterenol; inhibition, % at 3.6 µM; actives 1% (n = 200,000); AID 1040;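 active = inhibition above the campaign mean inhibition of all tested compounds plus 3 SD, cut at about 20% in these data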;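 note: 0% = DMSO wells given NPY plus isoproterenol and 100% = isoproterenol alone without NPY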
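Material: HEK293 cells with Y1 receptor plus CNG channel; times: compound incubation 1 h at room temperature, readout 45 min post-stimulation; signal: fluorescence, membrane potential probe; read-out basis: fluorescence ratio normalized to % inhibition between controls; benchmarks: full-block control isoproterenol-only wells, zero-block control NPY plus isoproterenol wells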
S1P4 antagonist: blocks the human S1P4 receptor | inhibition, % at 4.98 µM | actives 0.26% (n = 220,000) | O95977 | S1P4-expressing cells, antagonist mode, reporter read-out | AID 1510; in the data active = inhibition above about 29%;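 note: 0% = wells stimulated with agonist and 100% = vehicle wells without agonist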
Target sequence (O95977 whole entry, looked up): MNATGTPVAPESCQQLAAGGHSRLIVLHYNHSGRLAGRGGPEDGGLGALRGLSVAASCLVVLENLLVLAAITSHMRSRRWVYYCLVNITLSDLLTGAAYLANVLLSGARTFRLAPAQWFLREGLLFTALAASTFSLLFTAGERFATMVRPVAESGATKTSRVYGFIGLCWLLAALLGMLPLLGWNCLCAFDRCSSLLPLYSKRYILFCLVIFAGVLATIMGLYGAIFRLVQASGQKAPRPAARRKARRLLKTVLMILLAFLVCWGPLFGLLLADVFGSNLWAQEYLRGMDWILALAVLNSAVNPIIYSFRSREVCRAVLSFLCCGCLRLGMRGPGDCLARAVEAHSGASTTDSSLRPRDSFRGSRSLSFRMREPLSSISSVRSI
NPY1 pot ag: potentiates or activates human NPY-Y1 receptor. P25929. actives 0.37% (n = 220,000). NPY-Y1 expressing cells, potentiator/agonist activation. activation, % at 3.6 µM. AID 1304; in the data active = activation above about 33%, passing the limit was not always enough;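 note: cells stimulated with NPY at EC10 then isoproterenol at EC100; 0% = low agonist plus stimulus and 100% = saturating agonist plus stimulus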
Ba/F3 V617F tox: loss of viability in JAK2V617F-driven Ba/F3 cells; Ba/F3 EpoR-JAK2V617F viability, ATP luminescence; inhibition, % at 5.6 µM; actives 1.1% (n = 220,000);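 active = inhibition above the campaign mean plus 3 SD over all tested compounds, cut at about 24% in these data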;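 note: cytokine-independent growth of Ba/F3 cells driven by EpoR plus mutant JAK2; 0% = DMSO-treated cells and 100% = JAK inhibitor I control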
S1P4 ag: agonists of human S1P4 receptor. actives 0.35% (n = 220,000). AID 1509. S1P4-expressing cell line, agonist reporter assay. activation, % at 4.98 µM; in the data active = activation above about 11%;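 note: 0% = DMSO vehicle and 100% = reference agonist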
Starred values were filed as active, the others as inactive; . = no result given.

SMILES	NPY2 pot ag	BaF3 tox	p47phox inh	CHOP inhibitor	NPY Y1 blocker	S1P4 antagonist	NPY1 pot ag	Ba/F3 V617F tox	S1P4 ag
COc1ccc(Cl)cc1NC(=O)c1c(-c2ccccc2)noc1C	-3.1	2.6	-15.9	62.3	17.9	3.0	-16.9	-1.8	-1.9
C/C(=N\NC(=O)CNc1cccc(Cl)c1C)C1CC1	-4.0	1.9	-9.2	-2.5	-1.0	-7.6	16.6	-1.7	0.8
C=CCn1c(SCC(=O)Nc2nccs2)nnc1-c1ccco1	-5.8	4.8	-5.0	-7.8	0.9	-1.8	9.4	4.0	-0.8
Cc1nc(Nc2ccc(F)cc2)nc(Nc2ccc(F)cc2)c1[N+](=O)[O-]	-32.2	0.9	3.3	22.0	.	1.3	18.0	3.1	0.5
Cc1cc2occ(CC(=O)NC3=NCCS3)c2cc1C(C)C	3.6	8.3	-3.2	31.9	6.2	-0.9	11.8	5.0	1.9
COc1ccccc1/C=N/NC(=O)CNC(=O)c1ccccc1	3.7	0.4	-11.6	7.2	.	1.9	-6.8	-1.8	1.3
CCCOC(=O)C(C)n1cnc2sc(C)c(C)c2c1=O (centres undefined)	2.3	46.5*	0.8	-7.3	0.4	-6.4	15.5	-6.0	-0.7
Cc1ccc(-c2nc3ccccc3[nH]2)cc1NC(=O)/C=C/c1ccco1	-7.2	5.6	-55.9	3.4	4.5	-12.0	9.2	-4.1	-0.2
Cc1nc(NCc2cccnc2)c2c3c(sc2n1)CC(C)CC3 (centres undefined)	-1.6	-1.1	-9.5	-18.6	17.0	-10.9	-11.5	1.2	0.9
O=C(CCCn1cnc([N+](=O)[O-])n1)Nc1cccc(Cl)c1Cl	3.3	1.8	-5.7	27.1	2.1	-12.2	-2.8	-1.6	1.2

The closing 2 entries of the part above open the next one.
SMILES	NPY2 pot ag	BaF3 tox	p47phox inh	CHOP inhibitor	NPY Y1 blocker	S1P4 antagonist	NPY1 pot ag	Ba/F3 V617F tox	S1P4 ag
Cc1nc(NCc2cccnc2)c2c3c(sc2n1)CC(C)CC3 (centres undefined)	-1.6	-1.1	-9.5	-18.6	17.0	-10.9	-11.5	1.2	0.9
O=C(CCCn1cnc([N+](=O)[O-])n1)Nc1cccc(Cl)c1Cl	3.3	1.8	-5.7	27.1	2.1	-12.2	-2.8	-1.6	1.2
CCOC(=O)N1CCC(NC(=O)c2cc(C(=O)NCC(OC)OC)ccc2CO)CC1	6.3	3.1	-5.5	15.0	-3.1	-10.9	-9.0	-4.0	-0.4
COc1ccc(/C=N/NC(=O)c2ccc(=O)n(C)c2)cc1OC	-5.5	3.0	9.8	8.4	4.8	-3.4	-6.3	0.1	2.1
COc1cccc(Cn2c(=O)c3[nH]cnc3n(-c3ccccc3C)c2=O)c1	-26.9	-3.2	3.0	8.9	.	10.6	-12.0	1.8	-2.5
COc1ccc(CN2CCN(CCCCOc3ccc(Cl)cc3)CC2)c(OC)c1OC	-12.4	3.7	-3.2	18.4	1.6	-7.0	-13.4	1.9	0.8
CCOC(=O)c1ccccc1NC(=O)N1CCn2c(C)ccc2C1CC (centres undefined)	1.4	4.4	-33.4	46.5	3.7	-5.5	-19.8	0.1	0.4
CCOC(=O)N1CCN(C(=O)C2CC(c3ccc(F)cc3)=NO2)CC1 (centres undefined)	-3.4	7.1	13.7	10.1	-0.8	-4.6	-3.8	0.0	-0.4
Cc1cccc(NC(=O)c2cc(S(=O)(=O)NCc3ccco3)ccc2F)c1C	10.1	5.6	4.6	27.9	-0.6	-1.6	14.3	1.4	1.1
CN(C)S(=O)(=O)c1ccc(NC(=O)CSc2n[nH]c(=O)n2C2CC2)cc1	9.3	2.8	-1.1	5.5	6.4	-0.4	8.2	1.6	6.3
Cc1ccc(Nc2c3c(nc4ccccc24)CCC3)cc1	-29.4	-1.9	2.7	17.5	.	-31.2	-43.3	4.7	0.8
O=C1c2ccccc2C(=O)N1CCn1nc(Cl)nc1Cl	21.1	4.8	-2.8	27.7	10.5	-7.2	5.6	-3.5	-2.9

13 structures from above, arranged by molar mass, low to high.
SMILES	NPY2 pot ag	BaF3 tox	p47phox inh	CHOP inhibitor	NPY Y1 blocker	S1P4 antagonist	NPY1 pot ag	Ba/F3 V617F tox	S1P4 ag
Cc1ccc(Nc2c3c(nc4ccccc24)CCC3)cc1	-29.4	-1.9	2.7	17.5	.	-31.2	-43.3	4.7	0.8
CCCOC(=O)C(C)n1cnc2sc(C)c(C)c2c1=O (centres undefined)	2.3	46.5*	0.8	-7.3	0.4	-6.4	15.5	-6.0	-0.7
O=C1c2ccccc2C(=O)N1CCn1nc(Cl)nc1Cl	21.1	4.8	-2.8	27.7	10.5	-7.2	5.6	-3.5	-2.9
COc1ccc(/C=N/NC(=O)c2ccc(=O)n(C)c2)cc1OC	-5.5	3.0	9.8	8.4	4.8	-3.4	-6.3	0.1	2.1
Cc1cc2occ(CC(=O)NC3=NCCS3)c2cc1C(C)C	3.6	8.3	-3.2	31.9	6.2	-0.9	11.8	5.0	1.9
Cc1nc(NCc2cccnc2)c2c3c(sc2n1)CC(C)CC3 (centres undefined)	-1.6	-1.1	-9.5	-18.6	17.0	-10.9	-11.5	1.2	0.9
O=C(CCCn1cnc([N+](=O)[O-])n1)Nc1cccc(Cl)c1Cl	3.3	1.8	-5.7	27.1	2.1	-12.2	-2.8	-1.6	1.2
CCOC(=O)N1CCN(C(=O)C2CC(c3ccc(F)cc3)=NO2)CC1 (centres undefined)	-3.4	7.1	13.7	10.1	-0.8	-4.6	-3.8	0.0	-0.4
CCOC(=O)c1ccccc1NC(=O)N1CCn2c(C)ccc2C1CC (centres undefined)	1.4	4.4	-33.4	46.5	3.7	-5.5	-19.8	0.1	0.4
COc1cccc(Cn2c(=O)c3[nH]cnc3n(-c3ccccc3C)c2=O)c1	-26.9	-3.2	3.0	8.9	.	10.6	-12.0	1.8	-2.5
Cc1cccc(NC(=O)c2cc(S(=O)(=O)NCc3ccco3)ccc2F)c1C	10.1	5.6	4.6	27.9	-0.6	-1.6	14.3	1.4	1.1
CCOC(=O)N1CCC(NC(=O)c2cc(C(=O)NCC(OC)OC)ccc2CO)CC1	6.3	3.1	-5.5	15.0	-3.1	-10.9	-9.0	-4.0	-0.4
COc1ccc(CN2CCN(CCCCOc3ccc(Cl)cc3)CC2)c(OC)c1OC	-12.4	3.7	-3.2	18.4	1.6	-7.0	-13.4	1.9	0.8

Going on with the list:
SMILES	NPY2 pot ag	BaF3 tox	p47phox inh	CHOP inhibitor	NPY Y1 blocker	S1P4 antagonist	NPY1 pot ag	Ba/F3 V617F tox	S1P4 ag
CCCCn1c(SCC(=O)c2ccc(OC)cc2OC)nc2cc(S(N)(=O)=O)ccc21	-18.5	4.5	-28.3	18.4	6.9	-2.8	-6.8	-3.0	0.5
C/C(=N\NC(=O)c1ccccc1)c1ccc(N2CCOCC2)cc1	-23.6	3.5	-11.7	2.5	-3.8	-14.7	-8.1	-0.5	-1.3
COc1ccc(N2CSC3=C(C#N)C(c4cccs4)CC(=O)N3C2)cc1 (centres undefined)	-4.1	6.8	-11.3	-1.6	-0.8	19.0	20.3	-0.4	-0.4
O=C(Cc1ccc(Cl)cc1)N/N=C1\CCCc2ccccc21	-3.9	5.4	-9.2	5.4	7.0	-10.6	-1.6	-0.4	2.2
CC1(C)CC(NCc2ccncc2)CC(C)(C)N1	-9.7	10.4	1.8	11.0	-1.7	2.1	14.4	3.3	1.4
CCOC(=O)c1c(C2COc3ccccc3O2)csc1NC(=O)c1ccccc1 (centres undefined)	4.9	4.4	1.7	1.7	4.4	-9.3	10.3	-1.2	-2.9
O=C1NC(=S)N/C1=C/c1cccn1-c1ccc([N+](=O)[O-])cc1	4.8	-1.2	-30.7	-12.0	-1.9	9.2	14.4	-4.5	0.1
Cc1cccc(OCC(=O)N(Cc2ccc(N(C)C)cc2)C2CCS(=O)(=O)C2)c1 (centres undefined)	1.1	3.0	-12.2	7.4	.	-3.5	6.1	-1.3	2.1
COc1cc(NS(=O)(=O)c2ccc(NC(=S)NC(=O)c3ccco3)cc2)nc(OC)n1	3.8	-0.6	-8.8	-7.7	.	-13.0	2.5	-1.5	-0.3
COc1ccc(OC)c(NC(=O)C(=O)/C=C(\O)c2cc(OC)ccc2OC)c1	-6.0	5.7	-4.7	2.7	-3.4	-16.1	-5.0	-2.2	-0.4
Cc1ccc(NC(=O)COC(=O)c2ccc(F)cc2Cl)c(Br)c1	-13.7	5.7	0.4	36.7	5.7	-4.0	-21.4	2.0	-0.7
CN(CCS(=O)(=O)c1ccc(Cl)cc1)Cc1cccnc1	5.9	-2.1	-5.0	-0.6	.	15.3	-3.0	-3.2	0.1
COc1cccc(-c2cc(C(=O)Nc3c(C)nn(Cc4ccccc4C)c3C)no2)c1	-3.4	2.8	-30.8	70.4*	-1.0	1.4	-2.8	1.9	0.7
Cc1ccc(C(=O)c2ccccc2C(=O)O)c(O)c1	-18.9	2.1	-5.1	-3.3	-1.6	-10.3	0.3	-4.4	1.0
COCCn1nc2cc(C(=O)NCC34CC5CC(CC(C5)C3)C4)ccc2c1OC	4.0	-1.9	-4.2	-10.2	3.2	1.5	-2.9	-2.4	-0.2
CC(=O)Nc1cccc(N2CCCC2=O)c1	-24.1	4.0	-4.7	63.0	0.7	-10.9	9.4	-0.1	-0.4
CCOC(=O)c1[nH]c(C)c(C(=O)Nc2ccc(C)c(F)c2)c1C	-3.2	6.2	-9.3	.	4.6	-18.3	-16.1	1.2	1.9
Cc1cc(C)nc(SCC(=O)Nc2ccc(N3CCOCC3)cc2)n1	3.5	1.2	-2.3	20.7	-4.0	-57.1	-7.3	-1.8	2.1
CC1=C(C(=O)OCCOC(C)C)C(c2cccnc2)C2=C(CCCC2=O)N1 (centres undefined)	14.3	6.8	-15.3	27.1	-0.7	-1.0	14.2	0.6	3.2
COc1cc(/C=N/NS(=O)(=O)c2ccc(C)cc2)ccc1OCc1cccc(C(=O)O)c1	-2.0	0.4	-8.6	15.7	4.8	-1.5	2.4	-1.0	3.1
COc1ccc(C(=O)OCCN2C(=O)c3ccccc3C2=O)cc1	-1.2	10.0	-19.2	25.7	8.2	-12.3	-4.7	-4.2	-0.2
COc1ccccc1NC(=S)N1CCN(c2ccccn2)CC1	6.5	1.8	-18.5	-5.5	4.3	14.5	16.9	-3.6	-0.4
O=C(Cn1c(CC(=O)N2CCOCC2)nc2ccccc21)Nc1ccc2c(c1)OC(F)(F)O2	12.3	5.1	-1.2	5.5	1.1	20.6	3.7	2.3	0.8
CCCCN(C)C(=O)c1ccc(CS(=O)(=O)c2ccccc2C)o1	8.4	1.0	0.0	-9.6	-0.7	5.3	-2.8	0.0	-0.7
Cn1c(N)c(C(=O)COC(=O)C2(c3ccc(Cl)cc3)CCCC2)c(=O)n(C)c1=O	1.4	1.8	-6.5	68.2	0.6	5.0	5.3	1.1	-0.5
Cc1ccc(O)c(-n2nc3ccccc3n2)c1	-4.1	8.1	-15.6	66.8	0.0	-22.9	2.5	-3.0	2.1
Cc1cccc(C(=O)Nc2ccc(C)c(OC(=O)c3cccc(C)c3)c2)c1	-17.1	3.0	-6.9	33.8	12.8	-4.8	-22.1	-3.5	-1.1
